Screens from PubChem.
M1 PAM: potentiates human M1 receptor response to acetylcholine. P11229. CHO-K1 hM1, Fluo-8 calcium fluorescence, ACh EC20; 0% = ACh EC20, 100% = maximal ACh. activation, % at 3 µM. 360,000 compounds, 0.088% hits; in the data active = activation above about 19%, passing the limit was not always enough
Target sequence (P11229 whole entry, looked up): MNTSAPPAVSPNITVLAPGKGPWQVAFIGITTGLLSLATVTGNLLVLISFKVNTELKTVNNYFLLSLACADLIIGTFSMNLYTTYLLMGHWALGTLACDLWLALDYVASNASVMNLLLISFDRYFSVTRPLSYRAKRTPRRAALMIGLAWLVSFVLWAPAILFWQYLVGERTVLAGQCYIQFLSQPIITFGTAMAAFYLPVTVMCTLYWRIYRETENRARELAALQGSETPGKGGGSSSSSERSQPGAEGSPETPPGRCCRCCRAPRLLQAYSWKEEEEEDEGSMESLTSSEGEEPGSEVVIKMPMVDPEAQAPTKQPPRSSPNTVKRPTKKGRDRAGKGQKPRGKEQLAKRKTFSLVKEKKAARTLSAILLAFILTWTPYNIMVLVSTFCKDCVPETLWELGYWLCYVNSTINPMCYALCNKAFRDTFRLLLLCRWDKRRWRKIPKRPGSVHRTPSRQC
TAAR1 agonist: agonists of human TAAR1. Q96RJ0. CHO RD-HGA16 TAAR1, Fluo-8 calcium fluorescence; vehicle wells 0%, saturating PEA agonist 100%. activation, % at 3 µM. 360,000 compounds, 0.99% hits;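 active = activation above the mean activation of all test compounds in the run plus 3 SD, cut at about 38% in these data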
Target sequence (Q96RJ0 whole entry, looked up): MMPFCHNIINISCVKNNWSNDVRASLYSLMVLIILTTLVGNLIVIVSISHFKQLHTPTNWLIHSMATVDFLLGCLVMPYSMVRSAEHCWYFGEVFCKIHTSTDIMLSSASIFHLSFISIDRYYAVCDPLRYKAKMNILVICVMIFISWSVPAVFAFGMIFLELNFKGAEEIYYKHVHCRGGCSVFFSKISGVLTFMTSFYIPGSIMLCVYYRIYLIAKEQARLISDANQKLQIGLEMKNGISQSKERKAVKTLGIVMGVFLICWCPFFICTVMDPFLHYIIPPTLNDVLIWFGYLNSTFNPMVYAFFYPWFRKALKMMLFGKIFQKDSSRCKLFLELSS
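Test system: RD-HGA16 (CHO) cells co-expressing Gα16 and hTAAR1 / Benchmarks: DMSO vehicle as 0%, PEA at EC100 as 100% / Repeats: no replicates (n 1) / Measure: % activation from peak over basal fluorescence ratio, DMSO-to-PEA scaled / Timing: 17-24 h plating, Fluo-8 75 min 37 °C, 30 min RT / Technique: kinetic Fluo-8 calcium fluorescence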
M1 PAM parental: nonselective activator or artifact in parental CHO-K1 calcium assay; ATP EC20, Fluo-8 calcium fluorescence; 0% at ATP EC20, 100% at ATP max; activation, % at 3 µM; 360,000 compounds, 0.02% hits;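 active = activation above the run cutoff, the mean activation of all test compounds plus 3 SD, cut at about 40% in these data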;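 also: peak over basal fluorescence ratio in a 140 s read after ATP addition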
TAAR1 antag: human TAAR1 antagonism. Q96RJ0. CHO RD-HGA16 TAAR1, Fluo-8 calcium fluorescence, antagonist. inhibition, % at 3 µM. 360,000 compounds, 1.5% hits. AID 624466;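 active = inhibition above a per-plate cutoff, the mean inhibition of test compounds on that plate plus 3 SD, cut at about 49% in these data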;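 also: 0% = DMSO plus EC80 beta-PEA response and 100% = DMSO alone without agonist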
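Material: RD-HGA16 CHO cells with stable hTAAR1 and Gα16; Dosing: single nominal final test compound concentration of 3 µM; Schedule: seeding 17-24 h prior, 75-min 37 °C, 30-min RT dye loading; Detection: kinetic Fluo-8 calcium fluorescence measurement; Measure: % inhibition from peak post-agonist over basal fluorescence ratio; Benchmarks: vehicle and agonist controls.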
M1 ag: agonists of human M1 muscarinic receptor | 360,000 compounds, 0.33% hits | activation, % at 3 µM | CHO-K1 hM1, Fluo-8 calcium fluorescence, agonist mode; 0% DMSO, 100% acetylcholine EC100 | P11229;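 active = activation above the run's mean compound activation plus 3 SD, cut at about 16% in these data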;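 also: peak over basal fluorescence ratio within a 140 s kinetic read after compound addition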
CHO-K1 Ca antag: counter-screen for M1 antagonists: effect in parental CHO-K1 cells; ATP-induced calcium, Fluo-8 fluorescence; inhibition, % at 3 µM; 360,000 compounds, 0.6% hits;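 active = inhibition above a per-plate cutoff, the plate's mean sample inhibition plus 3 SD, cut at about 24% in these data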;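 also: 0% = DMSO plus EC80 ATP and 100% = DMSO alone without ATP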
M1 ag parental: nonselective activator or artifact in parental CHO-K1 cells; Fluo-8 calcium fluorescence; scaled to maximal ATP response, vehicle zero; activation, % at 3 µM; 360,000 compounds, 0.48% hits; in the data active = activation above about 15%;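 also: untransfected CHO-K1 host cells lacking M1 receptor as counterscreen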
CHO parental Ca: counter-screen: ATP calcium response change in parental CHO cells. parental CHO-K1, ATP-induced calcium, Fluo-8 fluorescence. inhibition, % at 5.6 µM. 330,000 compounds, 0.63% hits;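 active = inhibition above that plate's mean sample inhibition plus 3 SD, cut at about 26% in these data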;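 also: 0% = ATP-challenged DMSO wells and 100% = DMSO wells without ATP; some compounds past the cut are filed as inactive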
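Test system: untransfected parental CHO cell line. Compound: one dose, 5.6 µM nominal. Detection: intracellular calcium via Fluo-8 no-wash fluorescent dye. Measure: % inhibition. Benchmarks: ATP-challenged DMSO wells low, unchallenged DMSO wells high.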
CHRM1 antagonist: human CHRM1 antagonism. P11229. CHO-K1 hM1, Fluo-8 calcium fluorescence, ACh EC80 antagonist. inhibition, % at 3 µM. 360,000 compounds, 1.3% hits. AID 588852;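 active = percent inhibition above its own plate's cutoff, namely the mean of that plate's compound wells plus 3 SD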;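 also: peak over basal fluorescence ratio during 140 s after agonist addition; 0% = ACh EC80 plus DMSO and 100% = DMSO alone without agonist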
Active calls of the source: *; x = no result given. Random draw from the library; about 4.4% have a hit in one of these screens.

Short keys – A = M1 PAM; B = TAAR1 agonist; C = M1 PAM parental; D = TAAR1 antag; E = M1 ag; F = CHO-K1 Ca antag; G = M1 ag parental; H = CHO parental Ca; I = CHRM1 antagonist
> CCOC(=O)N1CCN(Cc2ccccc2Cl)CC1
  A: -1.8 | B: 0.0 | C: 14.9 | D: 4.3 | E: -6.3 | F: 1.4 | G: 0.3 | H: -2.7 | I: -2.2

> COc1ccccc1N1CCN(S(=O)(=O)CCNC(=O)c2ccco2)CC1
  A: 5.1 | B: 0.2 | C: -7.9 | D: -15.9 | E: 0.7 | F: 3.8 | G: 0.2 | H: x | I: -5.2

> CCOC(=O)C(=O)NNc1ccc(C)cc1
  A: 2.4 | B: 6.0 | C: 22.1 | D: -35.1 | E: -4.6 | F: 4.0 | G: 0.4 | H: -2.3 | I: -3.5

> COc1cc(C(=O)Nc2sc(C(=O)N3CCOCC3)c(C)c2C#N)cc(OC)c1OC
  A: 4.7 | B: 2.2 | C: 11.0 | D: -11.9 | E: 0.4 | F: -8.2 | G: 0.0 | H: -4.8 | I: -4.5

> COc1ccc(OCC(=O)NNC(=O)c2ccccc2OCc2c(C)noc2C)cc1
  A: 7.2 | B: 0.8 | C: 11.5 | D: 0.1 | E: -0.2 | F: -4.6 | G: 0.7 | H: -14.7 | I: -4.5

> CCC(=O)N1CCN(c2ccc(NC(=S)NC(=O)c3cc4ccccc4o3)cc2)CC1
  A: -5.9 | B: 5.9 | C: -9.5 | D: 3.8 | E: -0.7 | F: -3.2 | G: 3.5 | H: x | I: 15.2

> CC(=O)N1CCN=C1SCc1cccc(Cl)c1
  A: 11.7 | B: 1.9 | C: 7.4 | D: -11.4 | E: -3.0 | F: -9.2 | G: -0.2 | H: -0.9 | I: -8.1

> CSc1ncccc1C(=O)OCC(=O)Nc1ccc(Cl)cn1
  A: -2.9 | B: 14.2 | C: 13.3 | D: -3.1 | E: -5.3 | F: -16.9 | G: 0.3 | H: -11.6 | I: 9.9

> COc1ccc2oc(C(=O)Nc3ccccc3N3CCOCC3)c(C)c2c1
  A: 10.1 | B: 1.6 | C: -2.0 | D: 8.2 | E: -1.0 | F: -11.4 | G: 0.8 | H: -29.9 | I: -11.9

> COc1ccc(C(=O)NCCC2=CCCCC2)cc1
  A: -8.6 | B: 0.3 | C: -10.4 | D: 0.4 | E: -6.0 | F: -5.6 | G: 0.1 | H: -15.0 | I: 4.7

> O=C(CS(=O)(=O)Cc1ccccc1)N1CCN(Cc2ccc3c(c2)OCO3)CC1
  A: 5.2 | B: 0.4 | C: 1.1 | D: -21.4 | E: -1.7 | F: 6.5 | G: 0.0 | H: -12.3 | I: -5.3

> O=C(c1ccco1)N1CCN(c2nc3ccccc3c(=O)n2-c2ccccc2)CC1
  A: 6.9 | B: 7.6 | C: 1.7 | D: -1.4 | E: -0.9 | F: 9.2 | G: 1.4 | H: -16.7 | I: -2.6

> Cc1ccc(NC(=O)Cn2c(O)c(N=NC(N)=S)c3ccccc32)cc1
  A: -1.4 | B: -0.9 | C: -7.4 | D: -1.0 | E: -2.0 | F: 6.6 | G: 0.0 | H: 5.7 | I: 2.1

> COc1ccc(CC2=C(O)c3ccccc3C(=O)C2=O)cc1
  A: 0.7 | B: -0.4 | C: -2.1 | D: -9.7 | E: -4.4 | F: -5.9 | G: -0.6 | H: -3.8 | I: -4.0

> CC(Oc1ccccc1Cl)C(=O)N(Cc1ccco1)C1CCS(=O)(=O)C1 (stereo not given)
  A: 1.9 | B: 11.1 | C: 6.7 | D: -4.6 | E: -1.4 | F: -13.5 | G: 0.5 | H: -3.9 | I: -4.3

> O=c1[nH]c(=O)n2c(c1-c1ccccc1)OC(CBr)C2 (stereo not given)
  A: 6.0 | B: 1.2 | C: -5.0 | D: -23.4 | E: -0.2 | F: 6.8 | G: 0.1 | H: x | I: -12.1

> OCC1CCCCN1C(=S)Nc1ccc(Cl)cc1Cl (stereo not given)
  A: 3.2 | B: 0.5 | C: 5.7 | D: 19.9 | E: -3.3 | F: -5.6 | G: 0.6 | H: -4.6 | I: 0.3

> CCOC(=O)/C(C#N)=C(\N)C(C)C(=O)Nc1ccccn1 (stereo not given)
  A: 1.8 | B: 7.4 | C: 8.8 | D: -7.9 | E: -6.4 | F: -5.5 | G: 0.4 | H: -7.2 | I: -20.1

> Cc1cccc(NC(=S)NC2CCCCC2)n1
  A: 1.0 | B: 1.8 | C: 8.1 | D: -19.6 | E: -7.1 | F: -0.5 | G: -0.6 | H: -29.3 | I: 0.3

> CN(C)Cc1c(C(=O)N/N=C/c2cccc(OCc3ccc(F)cc3)c2)nnn1-c1nonc1N
  A: 8.6 | B: -1.1 | C: 6.9 | D: -7.5 | E: -1.6 | F: -3.5 | G: 1.4 | H: 2.8 | I: -7.2

> CCOC(=O)COc1cnc2ccccc2n1
  A: 5.9 | B: 4.1 | C: 10.6 | D: 3.8 | E: -5.4 | F: 5.2 | G: 0.3 | H: -1.3 | I: -12.7

> O=c1[nH]ncn1-c1ccc(Br)cc1
  A: -1.4 | B: 1.1 | C: 4.1 | D: -16.1 | E: -7.7 | F: -5.0 | G: 0.1 | H: -19.7 | I: 0.8

> Cc1cccc(N(C(=O)CCC(=O)Nc2nccs2)C(C(=O)NC(C)(C)C)c2ccc(O)cc2)c1 (stereo not given)
  A: 12.0 | B: 1.9 | C: 16.2 | D: -16.2 | E: -11.2 | F: 5.4 | G: 10.2 | H: -21.9 | I: -0.7

> O=C(c1ccc(Cl)cc1[N+](=O)[O-])N1CCc2ccccc2C1
  A: 0.5 | B: -1.8 | C: 10.1 | D: 27.2 | E: -13.9 | F: -10.1 | G: 0.1 | H: -11.9 | I: -3.6

> CCN1C(=O)[C@H]2[C@H]3CN=C(SC)N3[C@@](CC)(C(=O)OC)[C@H]2C1=O
  A: 9.2 | B: 1.1 | C: 13.9 | D: -3.6 | E: -1.4 | F: -33.6 | G: 0.8 | H: -1.7 | I: -15.7

> CCOc1ccc(N2C(=O)Nc3ccccc3C2(O)C(=O)NCc2ccc3c(c2)OCO3)cc1 (stereo not given)
  A: 0.9 | B: 2.6 | C: -5.2 | D: -3.6 | E: -2.5 | F: 8.1 | G: -0.1 | H: -3.6 | I: 9.7

> Cc1cc(NC(=O)c2ccc(Cl)cc2)ccc1NC(=O)c1ccccc1Cl
  A: 0.5 | B: 2.7 | C: -24.1 | D: 24.4 | E: -3.3 | F: 14.0 | G: 0.3 | H: -14.9 | I: -0.3

> Cc1ccc(-n2nc3cc(C)c(N)cc3n2)cc1
  A: 7.2 | B: -0.3 | C: 23.8 | D: -15.2 | E: -1.7 | F: -13.3 | G: 0.4 | H: -3.4 | I: -9.3

Taken from above:
CCOC(=O)C(=O)NNc1ccc(C)cc1 @ CHO parental Ca: -2.3
COc1ccc(CC2=C(O)c3ccccc3C(=O)C2=O)cc1 @ M1 ag parental: -0.6
Cc1ccc(-n2nc3cc(C)c(N)cc3n2)cc1 @ CHRM1 antagonist: -9.3
COc1cc(C(=O)Nc2sc(C(=O)N3CCOCC3)c(C)c2C#N)cc(OC)c1OC @ M1 ag parental: 0.0
Cc1cc(NC(=O)c2ccc(Cl)cc2)ccc1NC(=O)c1ccccc1Cl @ CHRM1 antagonist: -0.3

In another format: entries from further up
> CCOC(=O)C(=O)NNc1ccc(C)cc1
- M1 PAM = 2.4
- TAAR1 agonist = 6.0
- M1 PAM parental = 22.1
- TAAR1 antag = -35.1
- M1 ag = -4.6
- CHO-K1 Ca antag = 4.0
- M1 ag parental = 0.4
- CHO parental Ca = -2.3
- CHRM1 antagonist = -3.5

> CN(C)Cc1c(C(=O)N/N=C/c2cccc(OCc3ccc(F)cc3)c2)nnn1-c1nonc1N
- M1 PAM = 8.6
- TAAR1 agonist = -1.1
- M1 PAM parental = 6.9
- TAAR1 antag = -7.5
- M1 ag = -1.6
- CHO-K1 Ca antag = -3.5
- M1 ag parental = 1.4
- CHO parental Ca = 2.8
- CHRM1 antagonist = -7.2
